Screening data deposited in PubChem BioAssay by several laboratories.
RSV CPE inhibition – RSV antiviral activity via CPE protection, HEp-2 cells, primary 10 µM value included (AID 2391). HEp-2 cells, RSV-induced CPE inhibition; higher % means a stronger effect. CPE inhibition, % at 10 µM, or IC50 in µM where a hit was titrated. 0.13% of 310,000 active; in the data active = a potency from the dose series; inconclusive = CPE inhibition mostly from about 23% at the one dose, without a potency; inactive = the rest, 99 in 100 with CPE inhibition below about 21%; also: strong numbers were not always called active
NTR1 ag – agonists of NTR1, primary screen, imaging, U2OS cells, beta-arrestin-GFP, high content (AID 493036) | P30989 | NTR1-U2OS beta-arrestin-GFP spot imaging, agonist mode | activation, % at 20 µM | 0.17% of 330,000 active;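 active = activation at or above 40% of the spot to cytoplasm intensity ratio, with at least 20 cells analyzed; inconclusive = wells under 20 cells, flagged as cytotoxic or low count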;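 also: 0% = DMSO without peptide and 100% = 100 nM NTR1 peptide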
Target sequence (P30989 whole entry, looked up): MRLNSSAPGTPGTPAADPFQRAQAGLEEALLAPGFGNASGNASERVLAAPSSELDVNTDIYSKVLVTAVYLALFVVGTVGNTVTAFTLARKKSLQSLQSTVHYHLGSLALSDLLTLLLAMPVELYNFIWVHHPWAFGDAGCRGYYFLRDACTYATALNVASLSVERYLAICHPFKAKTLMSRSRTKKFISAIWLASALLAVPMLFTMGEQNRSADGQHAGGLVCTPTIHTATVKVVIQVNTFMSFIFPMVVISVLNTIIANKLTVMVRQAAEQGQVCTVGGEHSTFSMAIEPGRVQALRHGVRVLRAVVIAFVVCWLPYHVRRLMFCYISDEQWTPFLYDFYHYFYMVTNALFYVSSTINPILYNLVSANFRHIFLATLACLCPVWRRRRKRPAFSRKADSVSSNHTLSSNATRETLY
Rac1 GTP hydrolysis – MgcRacGAP GTPase-activating activity inhibitors, confirmation, biochemical, ADP Hunter fluorescence; MgcRacGAP-stimulated Rac1 GTP hydrolysis, ADP Hunter fluorescence; higher % means a stronger effect; GST-tagged Rac1 F28L mutant substrate; one-dose inhibition, % at 30 µM; IC50 in µM for titrated hits; 0.6% of 340,000 active; AID 624330;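 active = first-screen hits whose inhibition reached a set limit at any dose in the follow-up dose series; inconclusive = inhibition above the set first-screen limit but never retested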;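 also: fluorescence reports GDP produced by GAP-driven GTP hydrolysis; strong numbers were not always called active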
TNAP activation fold – human TNAP enzyme activators, primary screen, biochemical, luminescent, no phosphate acceptor, uHTS (AID 1001); purified TNAP, luminescent activation assay, no phosphate acceptor; higher activation fold means a stronger effect; 0.03% of 200,000 active; one-dose activation fold at 20 µM; EC50 in µM for titrated hits; in the data active = activation fold from about 3, or a potency from the dose series; inactive = the rest, 99 in 100 with activation fold below about 1.6; also: many of its hits are not listed in these tables
T cell modulator – T cell immune modulators affecting CD8 T cell-vesicle binding. 2C CD8+ T cell-vesicle binding, flow cytometry; active compounds read low. calls only at 7 µM. 0.068% of 330,000 active. AID 2052;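 active = response, share of CD8 T cells binding vesicles, and their 90th percentile fluorescence all below set limits, cut at about 80% in these data, passing the limit was not always enough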
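Test system: purified 2C TCR transgenic mouse naive CD8+ T cells. Probe or stimulus: QL9-peptide-loaded Drosophila micro-vesicles bearing Ld, ICAM-1 and B7-1. Incubation: binding step 1.5 h, 37 °C, antibody labelling 20 min, ice. Measured by: flow cytometry of vesicle-bound cells.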
Myeloid diff MLP – myeloid differentiation induction; 1% of 360,000 active; AID 624256; calls only at 10 µM; ER-HoxA9 myeloid progenitors, lysozyme-GFP differentiation, flow cytometry;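 active = normalized GFP-positive differentiation at or above the plate's own cutoff, the solvent-only control mean plus 3 SD; inconclusive = no clear call, values can overlap the other calls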;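 also: cells exposed to compound for four days before flow analysis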
PhoP inhibition – inhibitors of PhoP regulon expression, primary screen, Salmonella Typhimurium, GFP reporter (AID 1863) | S. Typhimurium PhoP-regulated promoter GFP reporter, 4 h; higher % means a stronger effect | 0.16% of 300,000 active | inhibition, % at 50 µM; hits with a dose series show IC50 in µM;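 active = inhibition over 29.93%, a cutoff 3 SD above the screen mean, later confirmed by dose response; inconclusive = inhibition over 29.93% but no dose response follow-up; inactive = inhibition at most 29.93% or unconfirmed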;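 also: 0% = low Mg2+ inducing control and 100% = high Mg2+ repressing control; strong numbers were not always called active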
UTI89 phage lysis – inhibition of K1F phage lysis, E. coli UTI89, bacterial capsule biogenesis inhibitors, alamar blue (AID 488966). E. coli UTI89 K1F phage lysis, alamar blue, 2 h; higher % means a stronger effect. inhibition, % at 100 µM, or IC50 in µM where a hit was titrated. 0.02% of 340,000 active;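 active = phage lysis inhibition, versus mean bacterial control, above a set limit; inconclusive = no clear call, values can overlap the other calls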;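 also: capsule biogenesis inhibitors block K1F phage lysis so surviving cells raise fluorescence; higher fluorescence means more inhibition of phage lysis; actives were called in the ten point dose series up to 300 µM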
SV40 large T antigen – TAg ATPase/helicase activity blockers – biochemical (AID 1903); 0.39% of 310,000 active; SV40 large T antigen ATPase/helicase inhibition assay; higher % means a stronger effect; inhibition, % at 20 µM, or IC50 in µM where a hit was titrated; in the data active = a potency from the dose series; inconclusive = inhibition mostly from about 32% at the one dose, without a potency; inactive = the rest, 99 in 100 with inhibition below about 32%; also: strong numbers were not always called active
T cell modulator vesicle-bound % – second read-out of T cell modulator, no call of its own (marks repeat the call); double positive events, %; measured here: CD8+ vesicle-bound cell fraction;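 binding gate set so that unloaded-vesicle control wells show 10% double positive cells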
NTR1 ag cell count 20 µM – second read-out of NTR1 ag, no call of its own (marks repeat the call); cell count; measured here: cell count, cytotoxicity flag
Myeloid diff MLP GFP+ MAC1+ % – further read-out of Myeloid diff MLP, marked with its call; GFP+ MAC1+ double positive, %; measured here: differentiation confirmed by MAC1 staining
Active calls of the source: *; i = inactive; ? = inconclusive; / = no result given; [ ] = another dose, or the depositor's remark.

SMILES	RSV CPE inhibition	NTR1 ag	NTR1 ag cell count 20 µM	Rac1 GTP hydrolysis	TNAP activation fold	T cell modulator	T cell modulator vesicle-bound %	Myeloid diff MLP	Myeloid diff MLP GFP+ MAC1+ %	PhoP inhibition	UTI89 phage lysis	SV40 large T antigen
O=C(c1nc2ccccn2c1CNCCOc1cccnc1)N1CCOCC1	-0.1%	-0.5	30	3.3%	1.1	i	50.6	i	1.0	4.8%	0.7%	2.0%
Cc1ccc(/C=C2\SC(=O)N(CCNC(=O)C3CSC4(C)CCC(=O)N34)C2=O)cc1 (centres undefined)	0.6%	2.2	59	4.6%	/	i	36.5	i	0.2	-8.8%	0.7%[50 µM]	11.6%
CCOC(=O)Nc1ccc2c(c1)nc(CN1CCN(C(C)=O)CC1)n2C	-0.7%	0.3	46	-1.2%	1	i	31.4	i	6.9	3.8%	3.8%	10.1%
CC(=O)c1ccc(NC(=O)C(NC(=O)c2ccccc2)=C(C)C)cc1	-0.4%	2.7	33	5.6%	1.1	i	5.6	i	0.4	11.3%	0.3%	3.5%
CN(C(=O)C1CCN(S(=O)(=O)c2cccc3nonc23)CC1)C1CCCCC1	3.8%	-0.9	46	6.7%	/	i	40.4	i	3.3	10.3%	0.2%	20.7%
Cc1c(OCC(=O)N2CCC(C(=O)O)CC2)ccc2c3c(c(=O)oc12)CCCC3	2.6%	-1.2	97	4.4%	/	i	28.5	i	3.1	5.0%	0.6%	9.2%
CC1(c2ccc([N+](=O)[O-])cc2)NC(=O)N(CC(=O)Nc2cccnc2Cl)C1=O (centres undefined)	0.3%	0.3	32	7.7%	/	i	60.1	i	1.7	-1.6%	1.9%[50 µM]	-0.6%
COc1cccc(NC(=O)C(C)SCc2ccccc2)c1 (centres undefined)	0.5%	-1.3	52	-0.8%	1.1	i	40.8	i	2.0	6.9%	-0.2%	-3.4%
Cc1ccc(Cl)cc1NC(=O)CCN1C(=O)C2C3CCC(C3)C2C1=O (centres undefined)	1.4%	0.7	82	10.7%	1.1	i	3.5	i	1.0	-3.0%	0.4%	7.6%
CC(=O)Nc1c2c(nn1-c1ccccc1)CSC2	3.5%	1.5	68	6.9%	/	i	16.5	i	0.3	-3.1%	0.7%	24.8%
Cc1cccc(C)c1N1C(=O)[C@@H]2C(c3ccccc3Cl)=NO[C@@H]2C1=O	/	0.0	53	3.0%	/	i	16.2	i	0.8	-1.9%	-0.3%	10.6%
Cc1cccc(/N=C/c2c(O)n(Cc3ccc4c(c3)OCO4)c(=O)c3ccccc23)n1	0.8%	-0.8	48	-3.8%	1	i	13.9	i	0.6	-7.6%	2.1%	7.9%
Cc1nc(C(F)(F)F)ccc1C(=O)Nc1ccc(C(F)(F)F)cn1	0.5%	2.0	50	-2.9%	/	i	17.7	i	0.3	-6.7%	0.3%	4.5%
CSc1cccc(NC(=O)CN2C(=O)COc3ccc(S(=O)(=O)N4CCOCC4)cc32)c1	4.5%	2.8	30	11.6%	/	i	28.3	i	0.3	-1.5%	0.3%	1.5%
C[C@H](CO)N1C[C@H](C)[C@@H](CN(C)C(=O)Nc2ccc3c(c2)OCO3)Oc2c(NC(=O)Nc3ccc4c(c3)OCO4)cccc2C1=O	/	1.1	62	7.6%	/	i	16.0	i	0.5	/	7.8%	/
OC1(C#Cc2c(-c3ccsc3)oc3ccc(N4CCOCC4)cc23)CCCCC1	-0.8%	18.4	51	6.9%	/	i	21.1	i	1.2	-4.7%	-0.3%	-0.3%
O=C(NCc1cccnc1)c1ccc(NS(=O)(=O)c2ccccc2)cc1	0.4%	-0.3	69	5.0%	/	i	47.4	/	/	1.5%	-0.3%	11.8%
O=C(Nc1ccnc(-c2ccncc2)n1)C1CC1	5.5%	1.8	73	8.2%	1.1	i	63.3	i	0.0	5.9%	-0.1%	1.2%
O=C(N/N=C/c1ccncc1)/C(=C/c1ccccc1)NC(=O)c1ccccc1	1.2%	-1.1	49	1.8%	1.1	i	45.5	i	6.3	12.9%	1.1%	0.1%
O=S(=O)(c1ccccc1S(=O)(=O)N1CCCCC1)N1CCCCC1	0.0%	0.0	54	9.4%	1.1	i	49.3	i	4.9	7.2%	0.3%	8.2%
COc1ccc(-c2coc3cc4oc(=O)cc(C)c4cc23)cc1F	16.4%	-1.8	79	1.7%	1.1	i	45.9	?	/	-3.6%	0.2%	0.6%
Cc1cc(Cl)ccc1NC(=O)NC1CCN(S(=O)(=O)c2ccc(F)cc2)CC1	15.1%	0.4	54	5.8%	1.2	i	50.1	i	0.0	5.0%	1.1%	4.5%
O=C(NC1(C(F)(F)F)NC(=O)N(c2ccc(F)cc2)C1=O)c1cccs1 (centres undefined)	2.0%	-1.8	53	4.7%	1.1	i	56.6	i	0.3	-5.0%	0.1%	9.9%
CCN(C(=O)CSc1nc2ccccc2c(=O)n1C(C)COC)C1CCS(=O)(=O)C1 (centres undefined)	-0.2%	-0.1	50	0.0%	1	i	33.7	i	0.3	-0.8%	0.3%	2.2%
O=C(COC(=O)CC(c1ccccc1)c1ccccc1)NCc1ccccc1	3.5%	1.7	83	1.5%	1.1	i	63.0	i	0.2	-2.2%	0.0%	2.3%
Following part
SMILES	RSV CPE inhibition	NTR1 ag	NTR1 ag cell count 20 µM	Rac1 GTP hydrolysis	TNAP activation fold	T cell modulator	T cell modulator vesicle-bound %	Myeloid diff MLP	Myeloid diff MLP GFP+ MAC1+ %	PhoP inhibition	UTI89 phage lysis	SV40 large T antigen
Cn1c(=O)c2c(nc(SCC(=O)NCc3ccc4c(c3)OCO4)n2Cc2ccc(F)cc2)n(C)c1=O	2.3%	6.3	90	5.1%	1	i	22.6	i	0.6	-6.1%	0.3%	-1.2%
C=CCOc1ccc(/C=C2\N=C(C)OC2=O)cc1OC	13.9%	0.4	45	16.9%	/	i	13.2	i	0.8	-8.9%	-0.1%	10.5%
CCOc1cc(/C=N/Nc2nc(=O)[nH]nc2C)ccc1O	-0.2%	0.8	32	40.2µM*	1.5	i	47.9	i	0.7	-5.5%	2.3%	?
O=C(CCNS(=O)(=O)c1ccccc1)N1CCOCC1	2.1%	0.4	87	3.3%	/	i	23.1	i	0.4	-2.2%	-0.3%	6.5%
C[C@@H]1CN([C@H](C)CO)C(=O)c2cc(NC(=O)c3ccncc3)ccc2O[C@@H]1CN(C)C(=O)Nc1ccccc1	/	2.1	60	11.4%	/	i	7.6	i	1.2	/	-0.7%	/
CCOc1cccc2c1OC1(C)CC2NC(=O)N1c1cccc(Cl)c1 (centres undefined)	2.4%	0.8	75	9.6%	1.1	i	18.8	i	0.8	-6.9%	0.1%	14.1%
O=C(CNC(=O)c1ccccc1Cl)NC1CCN(Cc2ccccc2)CC1	0.3%	-1.1	36	7.7%	/	i	6.7	i	0.1	4.1%	-0.1%	6.8%
COc1ccc(NC(=O)CN(C)C(=O)C2CCCO2)cc1 (centres undefined)	1.5%	6.3	65	5.2%	/	i	47.9	i	0.6	/	0.9%[50 µM]	/
O=C(Nc1cccnc1)c1cc(-c2ccccc2)on1	0.4%	-2.2	65	0.9%	1.1	i	15.7	i	1.4	-3.3%	1.4%	14.0%
CN(C)Cc1cc(C(C)(C)C)c(O)c(C(C)(C)C)c1	2.2%	-6.0	91	12.7%	1.1	i	4.6	i	1.3	4.8%	3.5%	17.6%
COc1ccc(-n2ncc3c(N4CCCc5ccccc54)ncnc32)cc1	/	/	/	7.6%	1	/	/	i	4.6	10.7%	0.0%	-0.5%
COC(=O)C1=C(C(=O)OC)[C@@H]2N(C)c3ccccc3[C@@]23C[C@@H](CO)N(C(=O)C2CCC2)C3=N1	-1.0%	-4.8	95	2.5%	/	i	38.4	i	0.3	/	0.0%	4.3%
Cc1ccc2c(CC(=O)OC(C)C(=O)Nc3ncc(Cl)cc3Cl)coc2c1 (centres undefined)	0.5%	1.2	58	-8.6%	1	i	52.0	i	0.3	-1.3%	-0.6%	17.7%
COc1cccc(N2CCN(CC(=O)NC3=Nc4ccccc4N=C(C)C3c3ccccc3)CC2)c1 (centres undefined)	8.7%	7.0	66	/	/	i	20.3	i	0.2	-4.3%	/	7.4%
CC(=O)c1ccc(OCCCC(=O)N2CCN(S(=O)(=O)c3ccc(C(C)C)cc3)CC2)cc1	-1.1%	3.5	67	12.9%	/	i	30.3	i	1.2	3.7%	0.1%[50 µM]	7.2%
O=C(O)CCCNc1c(C(=O)Nc2ccc(Cl)cc2)cc([N+](=O)[O-])cc1[N+](=O)[O-]	3.1%	-0.5	98	11.3%	1.1	i	59.0	i	0.4	-0.6%	-0.2%	11.4%
Cc1cc2nc3c(c(=O)n2[nH]1)CCCC3	0.6%	2.9	41	11.1%	1.1	i	43.4	i	0.7	0.1%	1.0%	7.8%
Cc1nn(Cc2ccc(F)cc2)c(Cl)c1/C=N/NC(=O)c1ccccc1	3.6%	-0.1	61	-1.5%	1	i	46.4	i	0.3	1.2%	0.8%	4.6%
CCn1c(=N)n(CC(O)COc2cccc(C)c2)c2ccccc21 (centres undefined)	-0.3%	2.7	70	5.8%	1.1	i	47.8	i	0.5	15.2%	0.1%	0.0%
COc1ccc(C(=O)c2cc([N+](=O)[O-])ccc2N2CCCC2)cc1	-0.8%	1.2	46	2.7%	0.9	i	34.0	?	/	-2.3%	-1.1%	-2.1%
COc1ccccc1CNC(=O)CN(c1cccc([N+](=O)[O-])c1)S(C)(=O)=O	0.1%	1.8	38	-9.6%	1.2	i	22.2	i	0.6	0.9%	-1.4%	0.0%
COc1ccc(NC(=O)c2cc(-c3ccc4c(c3)OCO4)on2)cc1	-0.7%	-1.9	40	4.4%	/	i	42.6	i	0.7	16.2%	0.0%	-26.7%
COc1ccc(OC)c(CNC(=O)Cc2c(C(=O)O)[nH]c3ccccc23)c1	1.2%	-3.3	50	12.3%	1	i	19.3	i	0.7	-16.5%	3.3%	1.8%
CCc1ccccc1NC(=O)CNC(=O)c1ccc(-n2cncn2)c([N+](=O)[O-])c1	2.1%	-0.5	58	12.5%	/	i	23.5	i	1.0	-0.1%	0.7%[50 µM]	2.6%
Cc1cc(=O)oc2c3c(cc(OCC(=O)NCc4ccncc4)c12)OC(C)(C)CC3	-1.2%	2.9	70	6.0%	/	i	1.3	i	2.8	/	4.4%	/
CC(C)Oc1cccc(C(=O)C2CCCN(Cc3cccn3-c3cccnc3)C2)c1 (centres undefined)	1.4%	1.9	58	6.0%	/	i	41.6	i	0.4	-7.8%	0.3%	/
